Bioassay records deposited in PubChem BioAssay by National Center for Advancing Translational Sciences (NCATS).
KB-3-1 cytotox – kills parental KB-3-1 adenocarcinoma cells; KB-3-1 viability, CellTiter-Glo ATP luminescence, 72 h; Potency, µM (highest dose often 46.1 µM), for the others: at the highest dose activity change, negative = cytotoxic, usual class: cytotoxic; hit rate 1.4% among 400,000; AID 1347075; note: potency is the fitted concentration of half-maximal effect; % is set by controls: 0 for no effect and ±100 for the full control effect; nearly all actives have a fitted effect of over 60% in size
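72 h, 37 °C compound treatment of KB-3-1 parental cells; CellTiter-Glo added, 10 min, luminescence read. Data corrected against DMSO-only plates and normalized before curve fitting.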
KB-V1 cytotox – KB-V1 MDR subline cytotoxicity; KB-V1 MDR cells viability, CellTiter-Glo, 72 h; Potency, µM (doses to about 46.1 µM), for the others: at the top dose activity change, negative = cytotoxicity, actives largely listed as cytotoxic; hit rate 3.4% among 400,000; note: potency is the fitted concentration of half-maximal effect; % is set by controls: 0 for no effect and ±100 for the full control effect; nearly all actives have a fitted effect of over 60% in size
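KB-V1, DMEM (no phenol red) + 10% FBS; cpd pin-transferred, titration series; 72 h, 37 degrees C; CellTiter-Glo, luminescence. Data normalized, curve-fit.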
HT1080-NT tox – kills 2HG-producing HT-1080-NT fibrosarcoma cells. HT-1080-NT fibrosarcoma viability, CellTiter-Glo ATP luminescence, 48 h. Potency, µM (top dose mostly 46.1 µM), for the others: at the top dose activity, negative = less viability, actives largely listed as cytotoxic. hit rate 1.6% among 360,000;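 note: NT is the 2HG producing partner of a matched IDH1 knockdown line; potency is the fitted concentration of half-maximal effect; 0% = DMSO-treated cells and -100% = media-only wells without cells; nearly all actives have a fitted effect of over 55% in size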
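Viability by CellTiter-Glo luminescence after 48 h compound exposure at 37C of HT-1080-NT cells (750/well, RPMI, 5% FBS). % activity scaled between DMSO wells and medium-only wells, then curve-fitted and categorized by curve class.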
HEK293 tox – cytotoxicity counter-screen for GLP-1 receptor inverse agonists | hit rate 0.13% among 410,000 | HEK293 cAMP-luciferase reporter cells, luminescence, 24 h | Potency, µM (doses to about 38.3 µM), for inactives: top-dose activity change, negative = inhibition, actives largely listed as inhibitors | AID 624418;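 note: loss of luciferase light is scored as toxicity; potency is the fitted concentration of half-maximal effect; % is set by controls: 0 for no effect and ±100 for the full control effect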
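Luminescence readout: signal drop marks cytotoxicity. Plated cells grew 12 h at 37 °C, 5% CO2, received 23 nL compound for 24 h, then got luciferase reagent, read after 12 min at RT.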
DRD3 agonist – D3 dopamine receptor (human) agonism; P35462; D3R DiscoveRx beta-arrestin cells, luminescence, 90 min; max activation, %; hit rate 0.58% among 410,000; in the data active = max activation above about 30%; note: 0% is about no effect; mostly tested at two doses, the higher about 12 µM
Target sequence (P35462 whole entry, looked up): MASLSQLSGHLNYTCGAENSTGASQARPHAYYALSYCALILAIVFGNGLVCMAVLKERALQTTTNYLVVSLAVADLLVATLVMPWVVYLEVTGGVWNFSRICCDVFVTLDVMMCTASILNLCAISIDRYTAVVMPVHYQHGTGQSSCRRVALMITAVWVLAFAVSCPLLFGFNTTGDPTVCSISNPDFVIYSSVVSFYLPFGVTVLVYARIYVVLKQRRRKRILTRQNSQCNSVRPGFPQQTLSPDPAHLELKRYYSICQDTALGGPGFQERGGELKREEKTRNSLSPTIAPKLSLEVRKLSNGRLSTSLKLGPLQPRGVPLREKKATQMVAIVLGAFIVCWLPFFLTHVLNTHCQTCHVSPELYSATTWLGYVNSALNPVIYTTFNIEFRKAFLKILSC
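Agonist-mode cell screen: cells plated at 1500/well and incubated overnight at 37 °C, then exposed to library compounds for 90 min at 37 °C. Detection reagent was added for 30–60 min at room temperature, and luminescence was read.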
MCF10A rereplic – DNA re-replication induction in MCF 10a cells; hit rate 2.9% among 350,000; MCF 10A DNA re-replication, Hoechst nuclear intensity, 48 h; Potency, µM (doses to about 46.1 µM), without a hit: at the highest dose activity, positive = re-replication, hits mostly activators; AID 624296; note: potency is the fitted concentration of half-maximal effect; % of control where 0% means no effect; nearly all actives have a fitted effect of over 50% in size
SW480 rerep – inducers of DNA re-replication in SW480 colon cancer cells; hit rate 1.8% among 340,000; Potency, µM (top dose mostly 46.1 µM), for the others: at the top dose re-replication activation, usual class: activators; SW480 DNA re-replication, Hoechst DNA content imaging, 48 h; note: potency is the fitted concentration of half-maximal effect; % of control where 0% means no effect; nearly all actives have a fitted effect of over 55% in size
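Quantitative HTS format with DMSO vehicle controls; 48 hr drug incubation at 37 C, then 40 min Hoechst staining and scanning imager measurement at 405 nm excitation.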
HT1080 IDH1KD tx – kills HT-1080 cells with IDH1 knockdown; HT-1080 IDH1 knockdown viability, ATP luminescence, 48 h; Potency, µM (highest dose often 46.1 µM), inactives show at the highest dose activity, negative = toxicity, usual class: cytotoxic; hit rate 2% among 360,000; AID 686971;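 note: potency is the fitted concentration of half-maximal effect; 0% = DMSO wells and -100% = cell-free medium wells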
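Knockdown cells (IDH1KD HT-1080) received compounds 2 h after plating at 750 cells/well and were kept 48 h at 37 °C in 5% FBS RPMI. A CellTiter-Glo luminescence read gave % activity for curve fitting.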
IL1B secr inh – blocks inflammasome-driven IL-1 beta release; THP-1 LPS/ATP IL-1B secretion, AlphaLISA, 16 h; active compounds read low; activity change, % at 57.5 µM; hit rate 4.7% among 360,000; in the data active = activity change below about -50%; inconclusive = mostly about -30% to -49%; note: % is set by controls: 0 for no effect and ±100 for the full control effect
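THP-1 cells pretreated 1 hr with compounds (up to 57.5 uM final), then stimulated with LPS (250 ng/mL final) plus ATP (1.25 mM final); secreted IL-1B measured by AlphaLISA after 16 hr, decreased signal indicating inhibition.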
An asterisk follows results filed as active; & = joins results of further samples; [ ] = remark or other dose. Unless noted, calls come from the whole dose curve; as a rule, active = well fitted curve in the direction sought with a large enough effect; inconclusive = small, poorly fitted or top-dose-only effect, or another doubt; inactive = no such curve, though single readings can be large; an effect the other way counts as inactive or inconclusive.

How did O=c1[nH]c(/C(Cl)=C/c2cc(Cl)ccc2O)nc2cc(Cl)ccc12 do in these assays?
KB-3-1 cytotox: inconclusive; KB-V1 cytotox: 15µM*; HT1080-NT tox: -1%; HEK293 tox: 7%; DRD3 agonist: 5; MCF10A rereplic: 15µM*; SW480 rerep: 26%; HT1080 IDH1KD tx: -2%; IL1B secr inh: -105*

How did C/C(=N\NC(=O)C(O)c1ccccc1)c1cccnc1 (stereo unspecified) do in these assays?
KB-3-1 cytotox: -1%; KB-V1 cytotox: inconclusive; HT1080-NT tox: 1%; HEK293 tox: -2%; DRD3 agonist: 4; MCF10A rereplic: 7%; SW480 rerep: -5%; HT1080 IDH1KD tx: 12%; IL1B secr inh: 6

Results for CC1CN(C(=O)/C=C/c2ccccc2[N+](=O)[O-])CC(C)O1 (stereo unspecified) ?
KB-3-1 cytotox: 21%; KB-V1 cytotox: 10%; HT1080-NT tox: 13%; HEK293 tox: 0%; DRD3 agonist: -6; MCF10A rereplic: 3%; SW480 rerep: -6%; HT1080 IDH1KD tx: 16%; IL1B secr inh: 4

Results for CC(C)COC(=O)N1CCCCC1c1cc(C(=O)NCc2ccc(F)cc2)no1 (stereo unspecified) ?
KB-3-1 cytotox: 0%; KB-V1 cytotox: 0%; HT1080-NT tox: -6%; HEK293 tox: 7%; DRD3 agonist: 3; HT1080 IDH1KD tx: -20%; IL1B secr inh: -12

Results for Cc1ccc(NC(=O)Nc2cccnc2)cc1Cl ?
KB-3-1 cytotox: -2%; KB-V1 cytotox: -6%; HT1080-NT tox: 3%; HEK293 tox: -20%; DRD3 agonist: -5; MCF10A rereplic: 4%; SW480 rerep: 23%; HT1080 IDH1KD tx: 0%; IL1B secr inh: inconclusive

What do the screens show for `Cc1cccc(Cn2nnc3c(=O)[nH]c(C4CCN(C(=O)c5ccc(F)cc5)CC4)nc32)c1`?
KB-3-1 cytotox: 3%; KB-V1 cytotox: 9%; HEK293 tox: -10%; DRD3 agonist: -8

Results for O=C(CSc1n[nH]c(-c2ccncc2)n1)Nc1ccccc1 ?
KB-3-1 cytotox: 4%; KB-V1 cytotox: 9%; HT1080-NT tox: -1%; HEK293 tox: -2%; DRD3 agonist: -3; MCF10A rereplic: -11%; SW480 rerep: -15%; HT1080 IDH1KD tx: 4%; IL1B secr inh: 15

How did Cc1nn(-c2cccc([N+](=O)[O-])c2)c(N)c1-c1ccccc1 do in these assays?
KB-3-1 cytotox: inconclusive; KB-V1 cytotox: 12%; HT1080-NT tox: -1%; HEK293 tox: -4%; DRD3 agonist: 5; MCF10A rereplic: 22%; SW480 rerep: 1%; HT1080 IDH1KD tx: 5%; IL1B secr inh: inconclusive

Results for CCOc1ccccc1C(=O)NC1(C(F)(F)F)C(=O)Nc2c1c(=O)[nH]c(=O)n2-c1ccc(F)cc1 (stereo unspecified) ?
KB-3-1 cytotox: 14%; KB-V1 cytotox: inconclusive; HEK293 tox: 3%; DRD3 agonist: 1

Results for CCN(CCn1cccn1)Cc1ccccc1OCC(O)CN1CCc2ccccc2C1 (stereo unspecified) ?
KB-3-1 cytotox: inconclusive; KB-V1 cytotox: 7%; HT1080-NT tox: -6%; HEK293 tox: -21%; DRD3 agonist: -20; MCF10A rereplic: -3%; SW480 rerep: -16%; HT1080 IDH1KD tx: -27%; IL1B secr inh: -3

Results for CC1(C)N([O-])c2cc([N+](=O)[O-])ccc2[N+]1=O ?
KB-3-1 cytotox: 0%; KB-V1 cytotox: 19%; HT1080-NT tox: -1%; HEK293 tox: inconclusive; DRD3 agonist: -3; MCF10A rereplic: -2%; SW480 rerep: -14%; HT1080 IDH1KD tx: -2%; IL1B secr inh: 15

Results for COc1ccc(/C=N/NC(=S)NCc2ccccc2)cc1OC ?
KB-3-1 cytotox: -4%; KB-V1 cytotox: 21µM*; HT1080-NT tox: 1%; HEK293 tox: inconclusive; DRD3 agonist: -3; MCF10A rereplic: -21%; SW480 rerep: -7%; HT1080 IDH1KD tx: -1%; IL1B secr inh: -24

Results for CCC(c1nnc(SCC(=O)Nc2cccc(S(N)(=O)=O)c2)n1-c1ccc(OC)cc1)N(C)C (stereo unspecified) ?
KB-3-1 cytotox: 15%; KB-V1 cytotox: 0%; HT1080-NT tox: 8%; HEK293 tox: 1%; DRD3 agonist: -7; MCF10A rereplic: 8%; SW480 rerep: 1%; HT1080 IDH1KD tx: 1%; IL1B secr inh: 21

What do the screens show for `CCCCNC(=O)C1(N2C(=O)c3ccccc3C2=O)CCCC1`?
KB-3-1 cytotox: -6%; KB-V1 cytotox: -2%; HT1080-NT tox: 0%; HEK293 tox: -3%; DRD3 agonist: -6; MCF10A rereplic: 0%; SW480 rerep: inconclusive; HT1080 IDH1KD tx: -9%; IL1B secr inh: 1

How did Cc1ccc2nc(SCc3nnc(-c4cccs4)o3)[nH]c2c1 do in these assays?
KB-3-1 cytotox: -3%; KB-V1 cytotox: inconclusive; HT1080-NT tox: -4%; HEK293 tox: -3%; DRD3 agonist: 0; MCF10A rereplic: 4%; SW480 rerep: -2%; HT1080 IDH1KD tx: -11%; IL1B secr inh: 3

How did COc1ccc(S(=O)(=O)NCCCc2ccccc2)cc1 do in these assays?
KB-3-1 cytotox: 3%; KB-V1 cytotox: -1%; HT1080-NT tox: 8%; HEK293 tox: 0%; DRD3 agonist: 3; MCF10A rereplic: 11%; SW480 rerep: -11%; HT1080 IDH1KD tx: 13%; IL1B secr inh: 0

How did CCCc1sc(N)nc1-c1ccc(C)cc1 do in these assays?
KB-3-1 cytotox: 7%; KB-V1 cytotox: 6%; HT1080-NT tox: -13%; HEK293 tox: 5%; DRD3 agonist: 9; MCF10A rereplic: 1%; SW480 rerep: 5%; HT1080 IDH1KD tx: -6%; IL1B secr inh: -6

What do the screens show for `Cc1c(C(=O)N2CCCCC2)c(S(=O)(=O)NCc2ccc(N(C)C)cc2)c(C)n1C`?
KB-3-1 cytotox: 9%&8%; KB-V1 cytotox: 3%&-3%; HT1080-NT tox: 2%; HEK293 tox: -12%&3%; DRD3 agonist: -3&7; MCF10A rereplic: 3%; SW480 rerep: -8%; HT1080 IDH1KD tx: 3%; IL1B secr inh: inconclusive

What do the screens show for `O=C(NC1CCCCC1)c1cccc(S(=O)(=O)N2CCCCC2)c1`?
KB-3-1 cytotox: -2%; KB-V1 cytotox: 2%; HT1080-NT tox: -4%; HEK293 tox: -3%; DRD3 agonist: 5; MCF10A rereplic: 18%; SW480 rerep: -9%; HT1080 IDH1KD tx: 0%; IL1B secr inh: inconclusive

How did CCN(CC)S(=O)(=O)c1ccc2c(c1)nc(SC(C)C(N)=O)n2-c1ccc(OC)cc1 (stereo unspecified) do in these assays?
KB-3-1 cytotox: -19%; KB-V1 cytotox: -3%; HT1080-NT tox: -11%; HEK293 tox: -6%; DRD3 agonist: 1; MCF10A rereplic: 15%; SW480 rerep: 3%; HT1080 IDH1KD tx: -18%; IL1B secr inh: -16

What do the screens show for `Cc1cccc(CC(=O)N2CCN=C2SCc2ccc([N+](=O)[O-])cc2)c1`?
KB-3-1 cytotox: 8%; KB-V1 cytotox: -22%; HT1080-NT tox: inconclusive; HEK293 tox: -7%; DRD3 agonist: -9; MCF10A rereplic: 12%; SW480 rerep: -5%; HT1080 IDH1KD tx: inconclusive; IL1B secr inh: -73*

Results for CCOC(=O)c1c(NC(=O)Cn2nnc3ccccc32)sc2c1CCC(C)C2 (stereo unspecified) ?
KB-3-1 cytotox: inconclusive; KB-V1 cytotox: inconclusive; HT1080-NT tox: -15%; HEK293 tox: -6%; DRD3 agonist: 33*; MCF10A rereplic: 12%; SW480 rerep: -3%; HT1080 IDH1KD tx: -4%[9.24 µM]; IL1B secr inh: -6

How did CC(=O)N1CCOCCOCCN(C(C)=O)CCOCCOCC1 do in these assays?
KB-3-1 cytotox: 25%; KB-V1 cytotox: 6%; HT1080-NT tox: 5%; HEK293 tox: 0%; DRD3 agonist: 1; MCF10A rereplic: -1%; SW480 rerep: 0%; HT1080 IDH1KD tx: -3%; IL1B secr inh: 9

Results for CCn1c2c(c(=O)n3ncc(C(=O)Nc4ccc(Cl)cc4C)c13)CN(Cc1ccc(OC)cc1)CC2 ?
KB-3-1 cytotox: inconclusive; KB-V1 cytotox: 12%; HEK293 tox: 1%; DRD3 agonist: -7

How did C=CCn1c(SCC(=O)N(CCO)CCO)nc2sc3c(c2c1=O)CCC3 do in these assays?
KB-3-1 cytotox: 15%; KB-V1 cytotox: inconclusive; HT1080-NT tox: 0%; HEK293 tox: -18%; DRD3 agonist: 7; MCF10A rereplic: -2%; SW480 rerep: -14%; HT1080 IDH1KD tx: -1%; IL1B secr inh: -11

What do the screens show for `CSc1snc(SCC(N)=O)c1C#N`?
KB-3-1 cytotox: 11%; KB-V1 cytotox: 7%; HT1080-NT tox: 11%; HEK293 tox: -1%; DRD3 agonist: 8; MCF10A rereplic: 1%; SW480 rerep: -6%; HT1080 IDH1KD tx: 1%[9.24 µM]; IL1B secr inh: -7

Results for C=CCNC(=O)c1ccc(N(C)S(=O)(=O)c2ccc(OC)cc2)cc1 ?
KB-3-1 cytotox: -7%; KB-V1 cytotox: -17%; HT1080-NT tox: 6%; HEK293 tox: -17%; DRD3 agonist: -10; MCF10A rereplic: -3%; SW480 rerep: 4%; HT1080 IDH1KD tx: 3%; IL1B secr inh: -1

How did O=c1n(Cc2ccccc2)c(O)c2n1Cc1ccccc1N=C2c1ccc(C(F)(F)F)cc1 do in these assays?
KB-3-1 cytotox: 0%; KB-V1 cytotox: 18%; HT1080-NT tox: 0%; HEK293 tox: 0%; DRD3 agonist: 0; HT1080 IDH1KD tx: -12%; IL1B secr inh: 56

Compounds as they come (roughly 11% active in at least one column).
